# FBPA Giardia inh – inhibitors of Giardia lamblia fructose-1,6-bisphosphate aldolase; A8B2U2; purified Giardia FBPA; Potency, µM (series often up to 59.6 µM), for the others: top-dose activity, negative = inhibition, actives largely listed as inhibitors; actives 0.71% (n = 290,000); note: potency is the fitted concentration of half-maximal effect; nearly all actives have a fitted effect of over 55% in size
# Target sequence (A8B2U2 whole entry, looked up): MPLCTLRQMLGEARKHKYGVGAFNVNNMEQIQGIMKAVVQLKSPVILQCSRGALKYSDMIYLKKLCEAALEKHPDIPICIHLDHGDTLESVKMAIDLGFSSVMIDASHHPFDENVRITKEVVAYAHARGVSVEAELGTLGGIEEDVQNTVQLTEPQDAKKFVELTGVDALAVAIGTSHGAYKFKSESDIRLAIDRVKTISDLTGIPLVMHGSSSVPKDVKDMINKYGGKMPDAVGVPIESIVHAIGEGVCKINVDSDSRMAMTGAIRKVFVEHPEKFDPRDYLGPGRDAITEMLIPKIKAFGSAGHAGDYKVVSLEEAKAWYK
#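 40 nM FBPA preincubated 10 min at RT with compound (up to 57.5 uM final), then substrate plus GAPDH/TPI/NAD/arsenate coupling and diaphorase/resazurin added. Fluorescence read after 20 min at RT, 525/598 nm.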
# AmpC inh detg – AmpC beta-lactamase inhibition with detergent present. Potency, µM (highest dose often 114 µM), for inactives: at the highest dose activity change, negative = inhibition, usual class: inhibitors. P00811. actives 0.041% (n = 370,000). AID 485294. AmpC hydrolysis of nitrocefin, absorbance 480 nm, 0.01% Triton;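 note: potency is the fitted concentration of half-maximal effect; 0% = no-compound wells and -100% = no-enzyme wells; nearly all actives have a fitted effect of over 25% in size; some results filed as inactive show a strong effect at the top dose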
# Target sequence (P00811 whole entry, looked up): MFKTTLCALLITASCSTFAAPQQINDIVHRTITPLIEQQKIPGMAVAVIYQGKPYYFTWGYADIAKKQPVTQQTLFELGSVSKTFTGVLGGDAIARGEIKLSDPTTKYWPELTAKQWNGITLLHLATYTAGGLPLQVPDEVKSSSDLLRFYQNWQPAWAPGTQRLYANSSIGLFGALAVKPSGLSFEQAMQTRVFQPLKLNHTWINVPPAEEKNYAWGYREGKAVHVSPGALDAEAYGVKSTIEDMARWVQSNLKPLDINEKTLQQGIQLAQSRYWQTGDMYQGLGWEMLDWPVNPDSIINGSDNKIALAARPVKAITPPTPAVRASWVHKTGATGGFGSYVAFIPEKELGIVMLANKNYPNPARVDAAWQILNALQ
#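 20 mM phosphate pH 7.0 + 0.01% (detergent screen) or 0.0001% Triton X-100; 5.3 nM AmpC reagent; cpd preinc 15 min RT; nitrocefin (800 uM stock) to start; A480 q20 s × 4 min; Activity was normalised to no-enzyme and no-compound control wells.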
# AmpC no deterg – AmpC beta-lactamase inhibition without detergent. P00811. AmpC nitrocefin hydrolysis, absorbance 480 nm, 0.0001% Triton. Potency, µM (doses to about 57.1 µM), inactives show top-dose activity change, negative = inhibition, most hits filed as inhibitors. actives 0.52% (n = 330,000). AID 485341;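 note: potency is the fitted concentration of half-maximal effect; plate controls were no compound for no effect and no enzyme for full effect; nearly all actives have a fitted effect of over 20% in size; some results filed as inactive show a strong effect at the top dose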
#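 20 mM phosphate pH 7.0 + 0.01% (detergent screen) or 0.0001% Triton X-100; 5.3 nM AmpC reagent; cpd preinc 15 min RT; nitrocefin (800 uM stock) to start; A480 q20 s × 4 min; Activity was normalised to no-enzyme and no-compound control wells.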
# AMA1-RON2 inh – disrupts binding of P. falciparum AMA1 to RON2 | AlphaScreen AMA1-biotinylated RON2 peptide binding | Potency, µM (titrated, usually from 58.2 µM), without a hit: at the highest dose activity change, negative = inhibition, hits mostly inhibitors | actives 0.2% (n = 360,000);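 note: potency is the fitted concentration of half-maximal effect; 0% = vehicle wells and -100% = peptide control; nearly all actives have a fitted effect of over 45% in size; some results filed as inactive show a strong effect at the top dose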
#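 AMA1 (3D7) with his tag at 25 nM final met compounds first, then biotinylated RON2 peptide at 25 nM; detection used donor plus acceptor beads, 10 µg/mL apiece, read by AlphaScreen after 30 min at room temperature.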
# Sm TGR block – S. mansoni TGR enzyme inhibition; Q962Y6; purified TGR, DTNB reduction, TNB absorbance 405 nm; Potency, µM (doses to about 114 µM), for inactives: at the highest dose activity change, negative = inhibition, most hits filed as inhibitors; actives 3% (n = 360,000); note: potency is the fitted concentration of half-maximal effect; nearly all actives have a fitted effect of over 60% in size
#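 First, TGR (20 nM dispensed) and NADPH were mixed with compound. Second, a 15 min room-temperature incubation followed. Third, further NADPH and then DTNB were added to start the reaction. Finally, TNB absorbance was monitored kinetically.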
# HCMV inh – human cytomegalovirus inhibition; HFF cells, HCMV-luciferase reporter, 72 h; stronger effect = lower value; activity change, negative = inhibition, % at 57.5 µM; actives 4.5% (n = 410,000); AID 1259415; in the data active = activity change below about -60%; inconclusive = no clear call, values can overlap the other calls; inactive = above about -39%
#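 HFF cells seeded 16 h at 37C, treated with compounds, infected with luciferase-reporter HCMV at MOI 1 PFU/cell; luciferase read at 72 h post infection, normalized to buffer-only and Salinomycin controls.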
# * hit, by the source's call; ? = inconclusive; / = not tested or not shown; [ ] = another dose, or the depositor's remark. Unless noted, calls come from the whole dose curve; as a rule, active = well fitted curve in the direction sought with a large enough effect; inconclusive = small, poorly fitted or top-dose-only effect, or another doubt; inactive = no such curve, though single readings can be large; an effect the other way counts as inactive or inconclusive. Unless noted, % is set by controls: 0 for no effect and ±100 for the full control effect. Compounds as they come. About 7.8% of those tested had a hit in this group.
# Results follow in this order: AmpC inh detg	Sm TGR block	FBPA Giardia inh	AMA1-RON2 inh	AmpC no deterg	HCMV inh
COc1ccc(C(O)(CCC(C)C)C(CN2CCOCC2)c2ccccc2)cc1 (stereo not drawn)
  -1%	-7%	-22%	-4%	214%[activator]	?
COC(=O)c1cccc(NC(=O)Nc2ccc(Cl)c(Cl)c2)c1
  4%	-16%	-2%	23%	-32%	-101*
COc1ccc(N2CCN(C(=O)CSc3nc4[nH]ncc4c(=O)n3-c3cccc4ccccc34)CC2)cc1
  3%	-2%	-6%	-3%	1%	8
Cc1ccc(S(=O)(=O)/N=C(/Nc2cccc(C(=O)O)c2)c2ccccc2)cc1
  -2%	0%	8%	4%	-10%	-27
COc1ccccc1OCC#CCSc1ncccn1
  -2%	/	-1%	-4%	2%	109
Nc1nc(C2C(=O)CCCC2=O)cs1
  0%	2%	-28%	?	-8%	4
COC(=O)CSc1nc(COc2ccccc2)nc2ccccc12
  ?	-2%	8%	23%	6%	-12
O=C(O)CN1C(=O)/C(=C\c2cn(CC(=O)N3CCOCC3)c3ccccc23)SC1=S
  -12%	-1%	7%	8%	-15%	-22
CC(C)CCNC(=O)Nc1cc(C(=O)NCc2cccc(F)c2)ccc1N1CCCC1
  -5%	2%	/	/	/	3
O=C(Nc1cccc(F)c1)c1cnc2sc(N3CCCC3)nn2c1=O
  -6%	1%	/	/	/	-35
COc1ccc(Cl)cc1S(=O)(=O)NC(C)C(=O)NCc1ccncc1 (stereo not drawn)
  -4%	-5%	9%	-2%	-6%	-10
Cc1cccc(N=C2NC(=O)C(CO)(CO)S2)c1
  ?	-20%	-19%	28%	-7%	1
COc1ccc2cnn(CCOc3cc(C)ccc3C(C)C)c(=O)c2c1OC
  -10%	-2%	-4%	-6%	205%[activator]	-37
Cc1ccc(NC(=O)c2ccc(CN3CCc4ccccc4C3)cc2)cc1
  ?	8%	-18%	0%	-16%	-79*
CC1(C)CCCC2=C1CC1C(=O)N(c3ccccc3)C(=O)C1C2 (stereo not drawn)
  -13%	-20%	-1%	1%	17%	?
O=C(Nc1ccc2ccccc2c1)c1cc(F)c(F)cc1Cl
  -4%	8%	6%	5%	-22%	37
Cc1cc(C(=O)N/N=C/c2cc(Br)ccc2OC(=O)c2ccccc2Cl)n[nH]1
  -2%	/	9%	70%[activator]	-48%	?
Cc1ccc(-n2ncc3c2CC(C)(C)CC3NC(=O)c2ccncc2)cc1 (stereo not drawn)
  1%	-8%	2%	2%	-8%	-7
COc1ccccc1NC(=S)NC(NC(=O)CC(C)C)C(Cl)(Cl)Cl (stereo not drawn)
  -5%	1%	7%	-7%	-17%	?
COc1ccc(N2CCN(C(=O)NC(=O)c3ccccc3)CC2)cc1
  3%	-36%	/	0%	-4%	-25

# Part of the list above, limited to AmpC no deterg and Sm TGR block.
Compound	AmpC no deterg	Sm TGR block
COc1ccc(Cl)cc1S(=O)(=O)NC(C)C(=O)NCc1ccncc1 (stereo not drawn)	-6%	-5%
Cc1cccc(N=C2NC(=O)C(CO)(CO)S2)c1	-7%	-20%

# Back to the main list; the two compounds before the break are reprinted first.
# Results follow in this order: AmpC inh detg	Sm TGR block	FBPA Giardia inh	AMA1-RON2 inh	AmpC no deterg	HCMV inh
COc1ccccc1NC(=S)NC(NC(=O)CC(C)C)C(Cl)(Cl)Cl (stereo not drawn)
  -5%	1%	7%	-7%	-17%	?
COc1ccc(N2CCN(C(=O)NC(=O)c3ccccc3)CC2)cc1
  3%	-36%	/	0%	-4%	-25
Cc1cc(C(=O)CC#N)c(C)n1-c1c(C)n(C)n(-c2ccccc2)c1=O
  -2%	1%	-1%	31%[activator]	9%	-11
COc1cc2c(=O)n(CCC(=O)NCC3CCCO3)c(=O)n(CC(=O)Nc3c(C)cccc3C)c2cc1OC (stereo not drawn)
  6%	-3%	/	/	/	6
Cc1ccc(C(=O)NN2C(=O)/C(=C/c3cn(C)c4ccccc34)SC2=S)cc1
  -6%	-19%	-10%	11%	-16%	-69*
COc1ccc(-c2cc(CNS(=O)(=O)c3ccc(NC(C)=O)cc3)on2)cc1
  ?	5%	/	17%	-20%	-8
COc1ccc(Cl)cc1S(=O)(=O)Nc1ccc2[nH]c(=O)[nH]c2c1
  14%	-1%	/	/	/	208
COc1ccc(-c2c(-c3ccc(OC)nc3)c3ccccc3n2C)cc1
  /	/	/	?	-12%	30
Oc1c(C(c2ccccc2)N2CCN(Cc3ccccc3)CC2)sc2ncnn12 (stereo not drawn)
  ?	10%	-4%	1%	54%	-10
CCOc1ccccc1NC(=O)c1cccc(NC(=O)C2CCCC2)c1
  -7%	0%	14%	-2%	-21%	-30
O=C(Nc1ccc(Cl)c(S(=O)(=O)N2CCOCC2)c1)c1ccc2c(c1)OCO2
  /	/	/	-24%	-26%	?
CN(C(=O)CSc1nncn1C)C1CCCN(Cc2ccccc2F)C1 (stereo not drawn)
  ?	0%	7%	-4%	-8%	14
COC(=O)c1ccc(NC(=O)Nc2ccc3c(c2)nc(C)n3C)cc1
  7%	-1%	0%	17%	-7%	?
O=C(Oc1ccc(-n2cnnn2)cc1)c1ccccc1
  -6%	/	-1%	9%	1%	-5
Cc1cc2nc(CSc3ccccc3)cc(=O)n2[nH]1
  -7%	-1%	?	-4%	-35%	-96*
CCc1ccc(CN2CCC(C(=O)Nc3ccc(Oc4ccccc4)nc3)CC2)o1
  1%	-33%	-9%	-4%	52%	-72*
c1ccc(Cn2nnnc2C(c2cccs2)N2CCSCC2)cc1 (stereo not drawn)
  -11%	-15%	-2%	-13%	-27%	7
O=C1Nc2ccc(S(=O)(=O)Nc3ccccc3O)c3cccc1c23
  22%	3%	/	/	/	7
Cc1ccc(S(=O)(=O)N2[C@@H](c3ccccc3)C(C(=O)O)=CC[C@H]2c2ccc(Cl)c(Cl)c2)cc1
  0%	-9%	/	-2%	-8%	-23
Cn1c(C2CCCCC2)nc2cc(N)ccc21
  -6%	5%	-6%	2%	-18%	-24
O=C(COc1ccc(Cl)cc1)Nc1ccc2oc(=O)ccc2c1
  -1%	1%	3%	8%	0%	-14
CNC(=O)NC(=O)C(C)N1CCN(C/C=C/c2ccccc2)CC1 (stereo not drawn)
  0%	2%	3%	-1%	-27%	19
CCOC(=O)NC(Nc1cc(C)on1)(C(F)(F)F)C(F)(F)F
  -9%	0%	2%	9%	-3%	32
CSc1ccc(-c2nc3c(C)cccn3c2Nc2ccc3c(c2)OCCO3)cc1
  -7%	-6%	/	/	/	-18
COC(=O)c1cn(-c2ccccc2)nc1-c1cccnc1
  -15%	-120%	6%	1%	-19%	-34
Oc1ccc(Nc2nc(Cl)nc(NCc3ccco3)n2)cc1
  -14%	-8%	4%	5%	-38%	30
O=S(=O)(c1ccccc1)c1cnc(-c2ccccc2)nc1N1CCCC1
  5%	-3%	3%	17%	-15%	-4
O=C(Nc1ccccc1NS(=O)(=O)c1ccc(F)cc1)C1CCC1
  3%	8%	5%	-5%	-37%	-24
COc1ccc(S(=O)(=O)N2CCOCC2)cc1NC(=O)COC(=O)C1COc2ccccc2O1 (stereo not drawn)
  -9%	?	4%	-7%	57%	-39
C/C(=N\NC(=O)c1nnn(-c2nonc2N)c1-c1ccccc1)c1cccnc1
  -13%	-4%	/	13%	-2%	-4
O=C(Nc1ccccc1C(=O)O)c1cncc(Br)c1
  3%	-16%	0%	11%	-15%	37
CSCC[C@H](NC(=O)OC(C)(C)C)C(=O)N1CCC(C(=O)N[C@H](C(=O)O)C(C)C)CC1
  -11%	-28%	-2%	-5%	-15%	11
Brc1ccccc1-n1nnc(-c2ccnc3ccccc23)n1
  9%	0%	0%	-4%	-27%	15
O=C(CSCc1cnn(-c2ccccc2)c1-n1cccc1)NCc1cccs1
  -11%	0%	0%	-3%	-21%	-39
COC(=O)Cc1ccc(NC(=S)NCCO)cc1
  -4%	0%	-1%	20%	-10%	24
O=C(c1cccs1)n1nc(-c2ccco2)nc1SCc1ccccc1
  4%	-12%	-7%	-3%	-23%	96
CCOC(=O)c1cccc(NC(=O)CSc2nnc(C)n2CC2CCCO2)c1 (stereo not drawn)
  8%	6%	/	2%	11%	3

# Full records, looked up by structure.
# O=C(O)CN1C(=O)/C(=C\c2cn(CC(=O)N3CCOCC3)c3ccccc23)SC1=S across the screens: AmpC inh detg: -12%; Sm TGR block: -1%; FBPA Giardia inh: 7%; AMA1-RON2 inh: 8%; AmpC no deterg: -15%; HCMV inh: -22
# O=C(Nc1cccc(F)c1)c1cnc2sc(N3CCCC3)nn2c1=O across the screens: AmpC inh detg: -6%; Sm TGR block: 1%; FBPA Giardia inh: /; AMA1-RON2 inh: /; AmpC no deterg: /; HCMV inh: -35
# COc1ccc(C(O)(CCC(C)C)C(CN2CCOCC2)c2ccccc2)cc1 (stereo not drawn) across the screens: AmpC inh detg: -1%; Sm TGR block: -7%; FBPA Giardia inh: -22%; AMA1-RON2 inh: -4%; AmpC no deterg: 214%[activator]; HCMV inh: ?

# High-throughput results from PubChem BioAssay.
